# MC4R antag cAMP: antagonists of human melanocortin 4 receptor (MC4R). P32245. MC4R-expressing cells, MTII-stimulated cAMP, LANCE TR-FRET. inhibition, % at 6.5 µM. hit rate 0.48% among 360,000. AID 540295;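 active = inhibition above its plate's cutoff, the mean of tested wells on that plate plus 3 SD, cut at about 29% in these data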;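 also: 0% = Melanotan II alone and 100% = Melanotan II plus saturating MCL0020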
# Target sequence (P32245 whole entry, looked up): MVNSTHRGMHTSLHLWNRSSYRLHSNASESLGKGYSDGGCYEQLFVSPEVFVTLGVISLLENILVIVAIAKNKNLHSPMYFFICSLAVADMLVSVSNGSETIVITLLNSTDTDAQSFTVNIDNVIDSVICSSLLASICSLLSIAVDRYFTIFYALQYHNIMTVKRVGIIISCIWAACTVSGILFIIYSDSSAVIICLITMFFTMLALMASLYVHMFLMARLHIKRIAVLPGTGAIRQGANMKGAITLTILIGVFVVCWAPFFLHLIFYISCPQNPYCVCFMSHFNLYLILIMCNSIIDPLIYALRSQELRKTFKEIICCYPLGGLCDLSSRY
#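 Material: U2OS-MC4R stable cell line | Reagent: Melanotan II challenge after compound preincubation | Doses: One concentration, 6.5 µM nominal | Incubation: 30-min compound preincubation, 1-h Melanotan II challenge, 1-h detection, room temperature | Signal: TR-FRET cAMP assay | Replicates: One well per compound, no replicates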
# NOD2-RIPK2 inh: inhibitors of human NOD2-RIPK2 interaction | O43353 | hit rate 0.38% among 360,000 | CHO BLA complementation NOD2-RIPK2, CCF4 ratio | AID 624267 | inhibition, % at 4.98 µM; in the data active = inhibition above about 21%;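 also: 0% = vehicle only and 100% = reference blocker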
# Target sequence (O43353 whole entry, looked up): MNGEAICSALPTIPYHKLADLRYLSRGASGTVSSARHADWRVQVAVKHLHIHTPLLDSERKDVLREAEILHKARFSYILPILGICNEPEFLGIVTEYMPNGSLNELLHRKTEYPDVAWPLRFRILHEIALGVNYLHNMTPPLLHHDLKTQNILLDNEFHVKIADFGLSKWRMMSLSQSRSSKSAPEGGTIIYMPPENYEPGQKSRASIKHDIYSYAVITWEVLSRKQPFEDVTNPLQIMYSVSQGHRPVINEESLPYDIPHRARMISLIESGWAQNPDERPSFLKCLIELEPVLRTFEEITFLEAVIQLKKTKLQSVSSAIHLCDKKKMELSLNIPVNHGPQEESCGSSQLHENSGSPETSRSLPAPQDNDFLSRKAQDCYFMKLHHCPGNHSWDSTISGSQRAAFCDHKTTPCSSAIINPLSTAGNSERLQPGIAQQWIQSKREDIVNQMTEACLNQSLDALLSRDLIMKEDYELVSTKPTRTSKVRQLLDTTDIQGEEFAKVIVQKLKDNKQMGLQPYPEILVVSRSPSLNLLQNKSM
# MC4R barr agon: agonists of human melanocortin 4 receptor (MC4R) beta-arrestin | hit rate 0.98% among 360,000 | P32245 | U2OS MC4R beta-arrestin complementation, luminescence; percent of melanotan II response, DMSO zero | AID 540308 | activation, % at 8.9 µM;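 active = activation above a per-plate cutoff, the mean activation of sample wells on that plate plus 3 SD, cut at about 8% in these data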
# ABHD5 PLIN5 PPI: inhibitors of human ABHD5-perilipin-5 interaction; Q00G26+Q8WTS1; hit rate 0.78% among 360,000; Split G. princeps luciferase complementation, luminescence, 4 h; AID 602281; inhibition, % at 4 µM;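 active = inhibition above the mean inhibition across every tested compound plus 3 SD, cut at about 22% in these data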;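 also: 0% = DMSO only wells and the 100% control is not disclosed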
# ABCB6 inh 2: inhibitors of human ABC transporter ABCB6. fluorescence ratio to DMSO, % at 10 µM. hit rate 0.19% among 360,000. AID 602162. Q9NP58. K562-ABCB6 porphyrin accumulation, flow cytometry, 1 h; active compounds read low;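 active = fluorescence ratio to DMSO below 75%, the collection mean minus 3 SD; inconclusive = too few cells collected in the well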;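 also: signal is porphyrin accumulated inside mitochondria; 100% equals median channel fluorescence of DMSO control wells; lower ratio means ABCB6 inhibition with less porphyrin fluorescence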
# Vif inh: HIV Vif inhibition; AID 602346; HEK293T cells, Vif self-association by quenched fluorescence, imaging, 24 h; hit rate 0.35% among 340,000; inhibition, % at 7.49 µM; in the data active = inhibition above about 50%, passing the limit was not always enough; inconclusive = no clear call, values can overlap the other calls; inactive = below about 31%; also: some results filed as inactive read as strong as hits
# Exocytosis inh: lytic granule exocytosis inhibition; TALL-104 LAMP-1 surface exposure, flow cytometry; cells stimulated with thapsigargin and PMA; inhibition, % at 10 µM; hit rate 0.66% among 360,000; AID 651702;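 active = inhibition above about 55%, limit read from the data; inconclusive = no clear call, values can overlap the other calls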
# aDG glyco act: alpha-DG glycosylation activation | hit rate 0.22% among 360,000 | Pro5-aDG cells, alpha-DG glycosylation AlphaScreen (IIH6); 0% Pro5, 100% B10-LARGE cell signal | AID 624168 | activation, % at 10 µM;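 active = activation of at least 8% versus controls, or a plate z-score of at least 8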;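 also: Pro5 are CHO cells carrying HIG-tagged alpha-DG that lacks glycosylation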
# Glyco luc inh: N-linked glycosylation inhibition; D54 ERlucT glycosylation luciferase reporter, 24 h; percent of 100 nM tunicamycin response; reporter increase, % at 12.5 µM; hit rate 0.23% among 360,000;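 active = mean luciferase reporter signal, scaled so untreated is 0 and the glycosylation-blocking control 100, at or above a set limit in every replicate; inconclusive = mean reaches the limit but not every replicate does; inactive = mean below the limit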;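 also: luciferase carries N-glycosylation sites so blocking glycosylation raises the light; 0% = median of neutral control wells and 100% = median of 100 nM tunicamycin wells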
# TLR9-MyD88 inh: blocks human TLR9 binding to MyD88; CHO BLA complementation TLR9-MyD88, CCF4 FRET ratio; inhibition, % at 4.98 µM; hit rate 0.21% among 340,000;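 active = inhibition above the mean over all tested compounds plus 3 SD, cut at about 21% in these data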;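 also: 0% = DMSO only wells and 100% = clavulanate BLA inhibitor control wells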
# Numbers without * were called inactive; ? = inconclusive; . = no result given. Some of the compounds tested; rates above refer to the full screens.
SMILES,MC4R antag cAMP,NOD2-RIPK2 inh,MC4R barr agon,ABHD5 PLIN5 PPI,ABCB6 inh 2,Vif inh,Exocytosis inh,aDG glyco act,Glyco luc inh,TLR9-MyD88 inh
COc1ccc(CNC(=S)NC(C)CCc2ccccc2)cc1 (stereo unspecified),1,12,-1.8,-4,101,-5,-2,0.4,-3,-5
CCN(CC(=O)Nc1ccccc1OC)C(=O)CC1CC2CCC1C2 (stereo unspecified),-4,7,1.7,13,96,-8,-5,0.1,-1,4
COc1ccc(NC(=O)c2noc3c2CCC3)cc1,-5,-10,-0.6,1,94,?,-3,0.0,-15,-2
CCOC(=O)CN(c1ccccc1C)S(=O)(=O)c1ccc(Cl)cc1,2,-6,-0.5,1,99,-3,0,-0.4,0,-1
CCCc1nc2ccccc2c(C(=O)OC(C)C(=O)NCc2ccc3c(c2)OCO3)c1CC (stereo unspecified),8,-10,1.2,1,102,-16,-6,-0.1,-2,-4
CC(C)C(NC(=O)c1ccc(F)cc1)C(=O)N1CCC1 (stereo unspecified),8,-5,-0.3,-7,97,4,-3,-0.1,2,3
O=c1n(-c2cccc(Cl)c2)c(=O)n2n1CCC2,3,1,-1.2,1,102,8,1,0.0,1,3
O=C(C[n+]1cc(Br)cc2ccccc21)c1ccccc1,5,-2,-0.2,4,186,55*,11,-0.1,0,5
CCOc1cc(C)c(Cl)cc1S(=O)(=O)N1CCCC1,1,-15,-0.4,1,97,6,0,0.2,0,0
O=C(NCCC1=CCCCC1)c1cnccn1,9,3,0.2,-5,93,17,1,-0.3,-2,3
CCCCNC(=O)c1cccc2c(=O)c(C)c(-c3ccccc3)oc12,-10,-5,2.7,-4,96,-4,-8,1.4,-9,-7
COc1ccc(NC(=O)C2CCCCN2N)cc1OC (stereo unspecified),2,6,-0.5,-9,93,11,3,-0.1,2,-1
CC(C)CN(CCCNC(=O)CN1C(=O)COc2ccc(S(=O)(=O)N3CCCC3)cc21)CC(C)C,8,-7,-3.6,6,94,5,-2,0.6,0,-8
Cc1nc2cc(-n3ccc(=O)cc3)ccc2n1-c1ccccc1,6,2,1.4,-2,102,.,-3,-0.1,3,-3
COc1ccccc1N1CC(C(=O)NCC2COc3ccccc3O2)CC1=O (stereo unspecified),3,-4,-1.4,-5,97,-2,6,0.0,-1,-4
Cc1cccc(-c2ccc([N+](=O)[O-])cc2CN2CCN(c3ncc(Cc4ccccc4)cn3)CC2)c1,.,-3,.,-5,.,.,-5,-0.5,.,.
COc1ccc(C(CNC(=O)c2ccc(S(=O)(=O)N3CCCC3)cc2)N(C)C)cc1OC (stereo unspecified),7,-3,-0.9,0,95,0,4,0.0,-2,0
O=c1[nH][nH]c(=O)c(Cl)c1Cl,13,-4,1.9,3,99,-10,2,-0.2,1,-1
Cc1cc(N2CCOCC2)ccc1/C=C1\NC(=O)N(Cc2ccccc2)C1=O,1,-4,-2.2,-2,94,2,-1,2.3,-6,-1
C/C(=N/NC(=O)CN1CCN(Cc2ccccc2Cl)CC1)c1ccncc1,21,5,-1.1,-2,95,4,-2,0.1,1,3
O=C(CN(Cc1cccs1)S(=O)(=O)c1ccc(S(=O)(=O)NC2CCCCC2)cc1)Nc1ccccc1,8,0,1.1,-1,96,-6,12,0.7,-5,-16
Cc1ccccc1NC(=O)CSc1nc(=O)n(CCN2CCOCC2)c2c1CCCC2,4,-4,-1.3,-4,100,-2,2,0.4,1,-5
Cc1ccc(C(=O)Nc2ccc(N3CCOCC3)cc2)cc1S(=O)(=O)N1CCCCC1,11,4,-0.2,-5,94,2,0,1.0,1,-2
COc1cccc(-c2cc(=O)[nH][nH]2)c1,16,-10,0.8,-46,101,-1,0,-0.2,-1,7
NC(N)=NC(=O)c1nc(Cl)c(N2CCCCCC2)nc1N,0,-8,1.4,4,100,-13,0,0.2,-4,7
O=C(c1ccc(N2C(=O)C3C4c5ccccc5C(c5ccccc54)C3C2=O)cc1)N1CCOCC1 (stereo unspecified),-1,-11,-1.5,5,97,-6,-3,0.1,-2,-7
C=CC[C@@H](CC(=O)N[C@@H](CO)Cc1ccccc1)C(=O)N[C@H](COC(=O)[C@@H](CC=C)Cc1ccc(F)cc1)C(C)(C)C,2,-1,-1.6,1,102,3,-1,0.2,-3,2
COc1ccc2c(c1)[C@H]1[C@H](CO2)[C@H](c2ccccc2)[C@]2(C)C(=O)Nc3cc(C)ccc3C(=O)N12,5,-8,-0.8,0,105,-1,11,-0.3,51*,-5
Cc1cc(C)nc(NC(=O)Cc2ccc(Br)cc2)n1,25,-7,1.9,-4,101,-2,-5,1.4,0,0
CCCCNC(=O)C1(NC(=O)Nc2ccccc2)CCCCC1,9,-3,-1.4,-3,164,-2,-1,0.5,-1,-12
O=C1CCCN2N=C(SCC(=O)N3N=C(c4ccc(Br)cc4)CC3c3ccc(F)cc3)SC2=N1 (stereo unspecified),17,12,-3.0,3,99,-28,7,0.2,2,-1
CCc1nc(SCC(=O)N2c3ccccc3CC2C)c2c(C)c(C)sc2n1 (stereo unspecified),-2,8,1.0,-3,88,-5,0,0.9,-17,2
CC(=O)Nc1c(-c2ccccc2Cl)c(=O)c2ccccc2n1C,7,10,-1.8,1,97,-10,-6,-0.2,0,5
Cc1ccc(-c2noc(CSc3ccccc3)n2)cc1,0,2,-1.3,-4,93,-4,-1,-0.1,-7,8
Cc1ccc(C)c(OCCC(=O)OCC(=O)Nc2cccc(S(=O)(=O)N3CCCC3)c2)c1,11,-4,0.4,7,93,-4,30,0.8,-2,-3
CO[C@H]1CN(C)C(=O)c2ccc(NC(=O)C3CCC3)cc2OC[C@H](C)N(Cc2ccccn2)C[C@@H]1C,.,4,.,1,.,.,-10,-0.1,.,.
CC(C)NC(=O)c1cc(-c2ccco2)nn1-c1ccc(Cl)cc1,9,-10,-1.5,36*,92,-2,3,0.0,-5,1
O=C(NNC(=O)c1ccncc1)c1ccncc1,1,6,-0.5,3,93,3,1,0.1,-2,-6
O=C(NC1=NCCS1)C12CC3CC(C1)CC(C(=O)NC1=NCCS1)(C3)C2,10,-3,0.2,-5,104,14,-1,-0.1,2,3
CCN(CC(=O)NCc1ccc(Cl)cc1)C(=O)CN1C(=O)NC(CC)(c2ccccc2)C1=O (stereo unspecified),2,-4,-2.3,-10,98,2,-7,-0.1,-1,6
Cc1ccc2c(c1)cc(CN(Cc1ccc3c(c1)OCO3)C(=O)c1ccccc1)c1nnnn12,6,-2,3.0,-4,87,0,2,-0.3,0,2
Cc1ccc(C(=O)NCCc2nnc3ccc(NCCCN4CCOCC4)nn23)cc1,-2,-7,-1.7,5,96,10,9,-0.2,3,-4
O=C(O)c1c2c(nc3ccccc13)/C(=C/c1cccc([N+](=O)[O-])c1)CCC2,8,-2,0.4,-4,111,-2,0,0.1,0,-7
COc1cccc(-c2nn(-c3ccccc3)cc2CN(C)C(C)c2ccncn2)c1 (stereo unspecified),5,-3,0.0,-3,98,2,-3,0.2,-1,-8
O=C(N/N=C/c1cccs1)c1ccc2nc[nH]c2c1,-11,-3,-4.6,3,94,-15,-1,0.1,3,-4
COC(=O)c1ccccc1NC(=O)CSc1nnc(C(CO)NC(=O)c2ccccc2Cl)n1C (stereo unspecified),7,3,1.0,-2,89,-5,1,-0.1,-1,2
CCCCCc1nc2c(=O)[nH]c3ccccc3c2o1,-3,5,-1.6,-1,97,2,-2,0.0,2,1
Cc1noc(NS(=O)(=O)c2ccc(NC(=O)c3ccc(Cl)c(S(=O)(=O)N(C)c4ccccc4)c3)cc2)c1C,0,3,-0.9,-12,100,-4,-2,-0.2,1,-9
CC(C)COC(=O)C1[C@H]2C(=O)N(Cc3cccs3)C[C@]23C=C[C@H]1O3 (stereo partly specified),-4,-1,-0.4,-6,99,.,-2,0.2,1,-8
COCCC(=O)Nc1ccc2c(c1)CN(C(=O)CCSC)CC2,2,-3,-0.2,-2,104,21,5,0.3,2,1
O=C(OC(C(=O)NCC1CCCO1)c1ccc(F)cc1)c1cccs1 (stereo unspecified),24,-1,-0.5,-14,99,-4,-1,-0.1,1,5
Cc1ccccc1NC(=O)N1c2ccccc2CC1C (stereo unspecified),1,0,-1.4,-4,100,-1,0,0.2,0,-6
CC(C)CCNC(=O)CCNS(=O)(=O)c1ccc(Cl)cc1,14,8,-0.6,-7,97,-2,-2,-0.2,-2,-13

# Part of the list above in order of heavy-atom count, low to high.
SMILES,MC4R antag cAMP,NOD2-RIPK2 inh,MC4R barr agon,ABHD5 PLIN5 PPI,ABCB6 inh 2,Vif inh,Exocytosis inh,aDG glyco act,Glyco luc inh,TLR9-MyD88 inh
O=C(N/N=C/c1cccs1)c1ccc2nc[nH]c2c1,-11,-3,-4.6,3,94,-15,-1,0.1,3,-4
Cc1ccccc1NC(=O)N1c2ccccc2CC1C (stereo unspecified),1,0,-1.4,-4,100,-1,0,0.2,0,-6
CC(C)CCNC(=O)CCNS(=O)(=O)c1ccc(Cl)cc1,14,8,-0.6,-7,97,-2,-2,-0.2,-2,-13
COCCC(=O)Nc1ccc2c(c1)CN(C(=O)CCSC)CC2,2,-3,-0.2,-2,104,21,5,0.3,2,1
CC(C)COC(=O)C1[C@H]2C(=O)N(Cc3cccs3)C[C@]23C=C[C@H]1O3 (stereo partly specified),-4,-1,-0.4,-6,99,.,-2,0.2,1,-8
O=C(OC(C(=O)NCC1CCCO1)c1ccc(F)cc1)c1cccs1 (stereo unspecified),24,-1,-0.5,-14,99,-4,-1,-0.1,1,5
O=C(O)c1c2c(nc3ccccc13)/C(=C/c1cccc([N+](=O)[O-])c1)CCC2,8,-2,0.4,-4,111,-2,0,0.1,0,-7
Cc1ccc(C(=O)NCCc2nnc3ccc(NCCCN4CCOCC4)nn23)cc1,-2,-7,-1.7,5,96,10,9,-0.2,3,-4
Cc1ccc2c(c1)cc(CN(Cc1ccc3c(c1)OCO3)C(=O)c1ccccc1)c1nnnn12,6,-2,3.0,-4,87,0,2,-0.3,0,2
Cc1noc(NS(=O)(=O)c2ccc(NC(=O)c3ccc(Cl)c(S(=O)(=O)N(C)c4ccccc4)c3)cc2)c1C,0,3,-0.9,-12,100,-4,-2,-0.2,1,-9

# From PubChem
